Screens from PubChem BioAssay.
PostGolgi yeast: growth inhibition of a yeast mutant, post-Golgi transport screen | post-Golgi transport phenotypic cell assay | 0.9% of 98,000 active | AID 739 | inhibition, % at 10 µM;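 further: yeast cells grown in 1536-well plates; yeast grown about 18 h at 30C before absorbance read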
sEH activator: increases human soluble epoxide hydrolase activity; P34913; purified human sEH enzymatic activity, activator screen; activation, % at 2 µM; 0.04% of 91,000 active; AID 717; in the data active means activation above about 37%; further: values of inactives mirror those of a sister screen read the other way
Target sequence (P34913 whole entry, looked up): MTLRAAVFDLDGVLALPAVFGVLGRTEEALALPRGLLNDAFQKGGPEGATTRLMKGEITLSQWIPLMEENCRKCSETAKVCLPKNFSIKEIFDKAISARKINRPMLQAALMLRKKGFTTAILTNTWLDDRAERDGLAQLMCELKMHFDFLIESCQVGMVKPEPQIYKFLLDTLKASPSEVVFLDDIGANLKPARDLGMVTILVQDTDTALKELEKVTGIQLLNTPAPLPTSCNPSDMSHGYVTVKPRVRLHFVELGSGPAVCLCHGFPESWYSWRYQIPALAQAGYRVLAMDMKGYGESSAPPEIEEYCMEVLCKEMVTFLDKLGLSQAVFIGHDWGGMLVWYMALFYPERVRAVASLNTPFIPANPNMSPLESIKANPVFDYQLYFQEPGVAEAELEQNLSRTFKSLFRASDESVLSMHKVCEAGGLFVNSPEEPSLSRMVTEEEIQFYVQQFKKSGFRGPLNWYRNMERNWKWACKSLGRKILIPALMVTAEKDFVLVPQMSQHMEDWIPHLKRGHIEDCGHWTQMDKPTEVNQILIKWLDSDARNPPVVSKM
S1P2 antag: antagonists of human S1P2 receptor; cell-based S1P2 antagonist assay, inhibition at 5 uM; inhibition, % at 5 µM; 0.21% of 97,000 active; AID 736; in the data active means inhibition above about 45%;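 further: CRE beta-lactamase reporter cells expressing human S1P2 stimulated with S1P; 0% = agonist at EC80 alone and 100% = agonist plus reference antagonist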
Target sequence (O95136 whole entry, looked up): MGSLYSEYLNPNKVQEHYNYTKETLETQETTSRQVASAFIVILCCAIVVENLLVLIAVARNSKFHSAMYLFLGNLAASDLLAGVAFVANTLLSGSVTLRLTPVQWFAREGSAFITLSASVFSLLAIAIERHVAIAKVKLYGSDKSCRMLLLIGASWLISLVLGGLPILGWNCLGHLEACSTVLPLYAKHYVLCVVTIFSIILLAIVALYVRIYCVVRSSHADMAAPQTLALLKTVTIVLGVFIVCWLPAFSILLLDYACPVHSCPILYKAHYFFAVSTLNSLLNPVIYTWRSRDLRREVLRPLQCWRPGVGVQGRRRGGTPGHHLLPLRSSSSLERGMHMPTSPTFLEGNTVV
PostGolgi ctrl: inhibits growth of the yeast control strain; efflux-deficient yeast background strain, growth absorbance A615, 16 h; inhibition, % at 10 µM; 5% of 98,000 active; AID 738
sEH inhibitor: blocks human soluble epoxide hydrolase activity; recombinant human sEH enzymatic activity assay; 0.34% of 91,000 active; AID 707; P34913; inhibition, % at 2 µM; in the data active means inhibition above about 80%; further: values of inactives mirror those of a sister screen read the other way; many of its hits are not listed in these tables
CYP2C19 inhib: blocks human cytochrome P450 2C19; 21% of 96,000 active; CYP2C19 Supersomes, luciferin-H EGE luminescence, 30 min; inhibition, % at 5 µM;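 active means CYP2C19 inhibition above a set limit at 5 µM in the primary screen, cut at about 50% in these data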;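 further: plate controls were negative control wells for no effect and 2.5 mM tranylcypromine positive control for full effect; values of inactives mirror those of a sister screen read the other way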
CYP2C19 act: increases human CYP2C19 enzyme activity | AID 1025 | activation factor at 5 µM | 96,000 tested, under 10 active | recombinant CYP2C19, luciferin-H EGE luminescence; stronger effect = higher value; 0 = fully inhibited enzyme, 1 = untreated enzyme;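 active means activation factor of at least 2 at 5 µM in the primary screen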;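 further: 0 = wells with 2.5 mM tranylcypromine and 1 = vehicle-only wells; values of inactives mirror those of a sister screen read the other way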
DAT uptake mod: human DAT dopamine uptake with cocaine, either direction. Q01959. LLC-PK1 hDAT cells, [14C]-dopamine uptake with cocaine IC80; actives deviate in either direction. B-score at 10 µM. 1.3% of 110,000 active;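 active means Z score or B-score, a plate-position-corrected score, falls beyond the plate's 99.7% confidence bounds, in either direction; inactive means both scores lie inside the 99.7% bounds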;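 further: scored against the spread of the other compound wells on the same plate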
S1P2 ag: agonists of human S1P2 receptor | AID 729 | O95136 | 0.46% of 97,000 active | activation, % at 4.5 µM | S1P2-expressing cell line, agonist reporter read-out; in the data active means activation above about 16%;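 further: 0% = vehicle low control and 100% = maximal reference agonist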
Starred values were filed as active, the others as inactive; . = no result given. Unless noted, no stated cut-off is given here; in the data, active means inhibition above about 30%; inactive means the rest.

entry	Molecule	PostGolgi yeast	sEH activator	S1P2 antag	PostGolgi ctrl	sEH inhibitor	CYP2C19 inhib	CYP2C19 act	DAT uptake mod	S1P2 ag
1	CC(C)OC(=O)Cn1nnc2c(cnn2-c2ccccc2)c1=O	.	6	-12	.	0	.	.	-0.34	-7
2	C=CCN1C(=O)CC(C(=O)NC)SC1=Nc1ccc(C(=O)OCC)cc1 (centres undefined)	0	-18	20	7	18	11	0.9	-0.076	-3
3	Cc1cc(=O)n2[nH]c(=O)c(N=Nc3ccccc3)c2[nH]1	-2	-3	23	-2	4	-3	1	-0.27	-6
4	COC(=O)c1cc2c(s1)-c1ccccc1OC2	-2	44*	.	11	-38	65*	0.4	-0.24	.
5	CNC(=O)c1ccc(-n2nc(C)cc2-c2ccccc2)cc1	-3	2	12	7	-3	33	0.7	.	-7
6	CCCC1(C(=O)OCC)NC(c2ccc(OC)cc2OC)C2C(=O)N(c3ccccc3)C(=O)C21 (centres undefined)	.	6	-15	.	-6	.	.	0.28	-4
7	CCOc1ccc2nc(NC(=O)C(NS(=O)(=O)c3cccs3)C(C)C)sc2c1 (centres undefined)	-7	-11	-9	6	10	0	1	0.58	-4
8	CC(=O)CCc1c(C)c2cccc(C)c2[nH]c1=O	-2	.	.	-1	.	9	0.9	0.12	.
9	O=C(CSc1ccccc1)NCc1ccco1	.	-13	-1	.	16	.	.	-1	-1
10	O=C(CSc1nnnn1-c1ccccc1)N1CCc2ccccc2C1	20	4	-10	7	-4	65*	0.4	-0.64	2
11	CCOc1ccc(-n2c(N)c(C(=O)NCc3ccco3)c3nc4ccccc4nc32)cc1	-3	0	-8	1	1	22	0.8	-0.099	-5
12	CCCS(=O)(=O)N1CCCC(C(=O)N2CCN(c3ccccn3)CC2)C1 (centres undefined)	7	11	-23	3	-14	2	1	-0.41	-1
13	CS(=O)(=O)Nc1ccc2c3c(cccc13)CC2	.	10	18	.	-10	4	1	-0.2	-8
14	CCOC(=O)C1=C(O)C(=O)N(c2ccc(S(N)(=O)=O)cc2)C1c1ccc(Cl)cc1 (centres undefined)	-5	13	3	7	-9	21	0.8	-0.38	-4
15	O=c1c2ccccc2n(Cc2ccccc2F)c(=O)n1Cc1ccccc1F	4	-6	-23	24	5	-14	1.1	-0.4	-8
16	Cc1ccc(-c2nc3cc(C)ccc3o2)cc1	3	-16	11	8	16	59*	0.4	-1.5	-5
17	NC(=O)c1cccn1Cc1ccccc1Cl	-1	8	15	2	-9	-2	1	-1.3	-3
18	COC(=O)CSc1nc2nc(C)cc(C)n2n1	2	-1	10	28	0	43	0.6	-1.6	-7
19	CCOc1ccc(NS(=O)(=O)c2ccc(NC(C)=O)c(OC)c2)cc1	3	2	-1	9	-3	52*	0.5	0.46	-7
20	CCOC(=O)CNS(=O)(=O)c1c(C)noc1C	8	6	0	-1	-9	28	0.7	-0.69	0
21	Cc1cc(N)n(-c2ccccc2)n1	-3	5	12	4	-4	-4	1	.	-2
22	CCC(C(=O)N1CCc2ccccc2C1)n1nc(C)n2c(cc3occc32)c1=O (centres undefined)	-4	.	.	30*	.	68*	0.3	-0.021	.
23	COc1ccc(OCc2nnc(SCC(=O)N3CCCc4ccccc43)n2-c2ccc(C)cc2)cc1	-13	-6	-11	9	4	62*	0.4	0.017	-11
24	Cc1ccc(S(=O)(=O)N2CCCC2c2nc3ccccc3s2)cc1 (centres undefined)	-2	-8	12	15	11	21	0.8	-1.3	-3
25	Cc1cc2cc3c(cc2nc1SCC(=O)N1c2ccccc2CC1C)OCO3 (centres undefined)	.	20	-19	.	-21	.	.	-0.21	-8
26	C#CCSc1nnc(-c2sc(-c3ccccc3)nc2C)n1C	9	1	13	9	1	87*	0.1	1.5	-3
27	COc1ccc(Nc2ncnc3c2cnn3-c2ccccc2)cc1OC	5	3	-3	4	-4	17	0.8	-1.6	-5
28	O=C(CSc1ncn(-c2ccccc2)n1)Nc1ccc2c(c1)OCO2	5	.	.	17	.	95*	0.1	0.45	.
29	C=CCn1c(SCC(=O)N2CCc3ccccc3C2)nc2ccccc2c1=O	-6	8	-10	49*	-9	74*	0.3	1.2	-3
30	CCNc1ccc(Br)cc(C(=O)/C=C/c2ccccc2Cl)c1=O	.	3	22	.	-6	.	.	-0.012	-4
31	CC(C)c1nnc(NC(=O)c2c(O)c3cccc4c3n(c2=O)CCC4)s1	80*	8	0	59*	-7	5	0.9	0.29	-8
32	Cc1cc(C)c(C)c(S(=O)(=O)Nc2ccc(OCC(=O)O)cc2)c1C	-3	12	-8	1	-12	-8	1.1	1.1	-3
33	CCN(CC)CC(=O)NCc1cc(-c2ccc(OC)cc2)no1	14	-5	-12	9	4	18	0.8	-1.5	-5
34	CC/C(=C\C(=O)c1ccncc1)Nc1ccc(O)cc1	-1	6	-3	12	-6	87*	0.1	3*	0
35	CCOC(=O)c1[nH]cc(-c2ccccc2)c1N1CCOCC1	2	-2	4	7	2	93*	0.1	0.63	-1
36	CCN(CCCNC(=O)C1CCC(=O)N1C(C)C)c1cccc(C)c1 (centres undefined)	-6	-6	-14	4	8	23	0.8	0.79	-2
37	COC(=O)c1ccccc1NC(=O)c1noc2c1CC(C(C)(C)C)CC2 (centres undefined)	0	7	15	8	-13	6	0.9	0.39	-3
38	Cc1ccc(C)c2nc(SCC(=O)N3CCCc4ccccc43)c(C#N)cc12	-5	0	6	10	0	6	0.9	-0.34	-6
39	O=C(Nc1nnc(-c2ccco2)s1)C1CCN(S(=O)(=O)c2ccc(Cl)cc2)CC1	5	-10	10	10	11	7	0.9	-0.17	-9
40	Cc1ccc(C(=O)Nc2oc(-c3ccccc3)cc2C#N)cc1	15	-6	-10	1	7	13	0.9	1.2	-4
41	COc1cc(C(=O)Nc2nc3ccccc3[nH]2)cc(OC)c1OC	11	-18	-10	8	19	.	.	-0.23	6
42	CC1Cc2nc(SCC(=O)NCc3ccco3)n(Cc3ccccc3)c(=O)c2S1 (centres undefined)	-15	.	.	43*	.	37	0.6	-1.1	.
43	O=S(=O)(NC1CCCC1)c1ccc(S(=O)(=O)NC2CCCC2)cc1	1	.	.	9	.	98*	0	-1.7	.
44	CCNc1nc(NC(C)C)nc(Oc2ccc(OCc3ccccc3)nn2)n1	.	8	-46	.	-5	.	.	0.016	1
45	CN(C)CC(C)(C)NS(=O)(=O)c1ccc(Cl)cc1	-2	12	22	12	-12	56*	0.4	-0.076	-5
46	CCCCC1(C)NC(=O)c2c(C)sc(C(=O)OCC)c2N1 (centres undefined)	1	17	-21	16	-15	30	0.7	1.1	1
47	COc1ccc(OC)c2sc(NC(=O)C3COc4ccccc4O3)nc12 (centres undefined)	.	1	-26	.	-2	.	.	0.25	1
48	CCOC(=O)C(C)n1cnc2c(nnn2Cc2ccc(C)cc2)c1=O (centres undefined)	2	8	-7	3	-2	53*	0.5	1	-3
49	Cc1nc2ccc(NC(=O)N3CCN(c4ccccn4)CC3)cc2s1	8	-23	-21	6	22	22	0.8	0.079	-6
50	CCCCNC(=S)NCCN1CCCCC1	.	10	-24	.	-6	.	.	0.4	-2

Next section.
entry	Molecule	PostGolgi yeast	sEH activator	S1P2 antag	PostGolgi ctrl	sEH inhibitor	CYP2C19 inhib	CYP2C19 act	DAT uptake mod	S1P2 ag
51	COC(=O)c1scc(C)c1N/N=C(\C)c1cc(F)c(Cl)cc1F	-6	-10	3	3	9	-17	1.2	-0.6	-5
52	CC(C)COc1ccc(-c2nnc(-c3ccco3)o2)cc1	1	.	.	13	.	3	1	0.57	.
53	COc1ccc(S(=O)(=O)N2CCC(C(=O)N3CCc4ccccc4C3)CC2)cc1Cl	-2	16	16	49*	-16	92*	0.1	1.5	-9
54	N#Cc1nc(COc2ccc(F)cc2)oc1N1CCC(Cc2ccccc2)CC1	1	-4	-9	4	4	16	0.8	.	-3
55	O=C(NCC(=O)N(CC1CCCO1)C(C(=O)NC1CCCC1)c1ccc(F)cc1)c1ccco1 (centres undefined)	-9	0	-1	6	-2	4	1	-0.45	-9
56	CS(=O)(=O)N1CCN(C(=O)CCC2CCCC2)CC1	2	-1	9	-5	1	19	0.8	0.0056	-8
57	CCOc1cc(N2CCOCC2)c(OCC)cc1NC(=O)Cc1cccc2ccccc12	-7	-11	-15	28	13	55*	0.5	0.28	-5
58	CCN1CCN(c2cc(C)c3cc(NC(=O)c4cnccn4)ccc3n2)CC1	11	5	.	-4	-1	5	0.9	-0.28	.
59	O=C(CCn1c(=O)[nH]c2ccsc2c1=O)N1CCN(c2cccc(Cl)c2)CC1	-1	.	24	26	.	38	0.6	1.2	-4
60	COc1ccc(C(=O)Nc2cc3c(cc2C#N)OCO3)cc1S(=O)(=O)NCc1ccco1	1	-6	8	-1	4	-2	1	0.69	-2
61	O=C(Nc1nnc(C(F)(F)F)s1)c1ccc(N2C(=O)C3C4C=CC(C4)C3C2=O)cc1 (centres undefined)	-3	-3	11	13	-1	-9	1.1	-1.3	-6
62	O=C(Nc1ccc2oc(-c3ccccc3F)nc2c1)c1ccc2c(c1)OCCO2	7	-31	10	28	29	49	0.5	-0.024	-5
63	C/C(=C\C(=O)c1ccc(F)cc1)NCc1ccc2c(c1)OCO2	-5	-3	-33	-4	7	31	0.7	1.3	-6
64	O=C(c1ccco1)N1CCN(c2ccc(S(=O)(=O)N3CCCC3)cc2)CC1	-6	2	19	12	-4	-12	1.1	1	-1
65	Cc1ccc(S(=O)(=O)N2CCCCC2C(=O)N2CCN(Cc3ccccc3)CC2)cc1 (centres undefined)	14	-4	6	-2	6	85*	0.2	0.074	-1
66	O=C(Oc1ccc(Cl)c2ccccc12)N1CCCCC1	4	14	-12	16	-14	15	0.9	0.059	-1
67	O=C(O)Cn1c(SCc2cccc3ccccc23)nc2ccccc21	-4	1	-9	-2	-1	1	1	0.12	-13
68	NC(=S)Nc1cccc2cc3ccccc3cc12	-2	3	17	15	-2	13	0.9	-0.84	1
69	O=C(CN1CCCC1)NCC1(c2ccccc2)CCOCC1	0	3	7	-6	-3	-10	1.1	-0.56	-4
70	COc1cc(CCNC(=O)c2cnn3ccccc23)cc(OC)c1OC	0	.	-18	7	.	40	0.6	0.028	1
71	Cc1ccc(N2C(=O)C3Sc4[nH]c(=O)sc4C(c4ccccc4)C3C2=O)cc1 (centres undefined)	-15	-1	-6	5	5	37	0.6	-0.16	-7
72	O=S(=O)(c1ccc(Oc2ccccc2)cc1)N1CCOCC1	-3	5	-9	9	-3	42	0.6	0.35	-4
73	CCCCCC(=O)Nc1c(-c2cccs2)c(=O)c2ccccc2n1C	2	0	-2	18	1	-7	1.1	-0.12	-5
74	CCN(CC)S(=O)(=O)c1cccc(C(=O)OCC(=O)N2CC(=O)Nc3ccccc32)c1	5	8	9	15	-10	34	0.7	0.016	-6
75	O=C(CSc1nc(-c2ccccc2)cs1)Nc1nccs1	18	-19	13	0	19	43	0.6	-0.93	-5

Full records, looked up by structure. Order of screens: PostGolgi yeast, sEH activator, S1P2 antag, PostGolgi ctrl, sEH inhibitor, CYP2C19 inhib, CYP2C19 act, DAT uptake mod, S1P2 ag
Shown for O=C(O)Cn1c(SCc2cccc3ccccc23)nc2ccccc21 → -4, 1, -9, -2, -1, 1, 1, 0.12, -13
Shown for Cc1ccc(S(=O)(=O)N2CCCCC2C(=O)N2CCN(Cc3ccccc3)CC2)cc1 (centres undefined) → 14, -4, 6, -2, 6, 85*, 0.2, 0.074, -1
Shown for COc1ccc(C(=O)Nc2cc3c(cc2C#N)OCO3)cc1S(=O)(=O)NCc1ccco1 → 1, -6, 8, -1, 4, -2, 1, 0.69, -2
Shown for O=S(=O)(c1ccc(Oc2ccccc2)cc1)N1CCOCC1 → -3, 5, -9, 9, -3, 42, 0.6, 0.35, -4

The list continues:
entry	Molecule	PostGolgi yeast	sEH activator	S1P2 antag	PostGolgi ctrl	sEH inhibitor	CYP2C19 inhib	CYP2C19 act	DAT uptake mod	S1P2 ag
76	O=C1CC(c2cccc([N+](=O)[O-])c2)c2ccc3ccccc3c2N1 (centres undefined)	9	-1	-15	54*	3	40	0.6	-0.26	-2
77	Cc1nnsc1C(=O)Nc1ccc(Cl)cc1Cl	3	-5	4	5	6	37	0.6	-0.076	-7
78	CC(C)NC(=O)Cn1c(SCC(=O)c2ccc(F)cc2)nc2ccccc21	.	3	-3	.	-3	.	.	-0.81	-2
79	c1ccc(CNc2ncnc3nc[nH]c23)nc1	-1	-11	30	2	10	5	0.9	0.083	-5
